PglD inh: blocks C. jejuni PglD acetyltransferase activity; purified PglD enzyme, DTNB colorimetric CoA detection; inhibition, % at 12.5 µM; hit rate 0.098% among 360,000; in the data active means inhibition above about 16%, passing the limit was not always enough; further: strong numbers were not always called active
FN deposition inh: fibronectin deposition inhibition. AID 743247. inhibition, % at 12.6 µM. AH1F fibroblasts, Alexa488-fibronectin deposition fluorescence, overnight. hit rate 0.086% among 350,000;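 active means mean inhibition across replicates of 30% or more, regardless of how many single replicates reach that level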;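 further: positive control wells lacked labelled fibronectin entirely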
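Material: AH1F fibroblast monolayer depositing Alexa488-labelled fibronectin into matrix / Amount: 10000 AH1F cells per well / Signal: fluorescence 485/525 nm / Medium: DMEM, 2% serum / Compound: single dose, pinned / Incubation: 1 h cell adhesion before compound, then overnight fibronectin incubation / Reagent: Alexa488-FN, 24 nM final / Read-out: inhibition of fibronectin deposition signal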
PGC1a acetyl inh: PGC1a acetylation modulation, inhibitor mode; U2OS PGC1a acetylation, AlphaScreen anti-acetyl-lysine; with virally co-expressed GCN5 acetyltransferase; inhibition, % at 15.6 µM; AID 651687; hit rate 0.17% among 350,000;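 active means every replicate shows inhibition of at least 40%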;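 further: 0% = neutral control wells and 100% = positive control wells; some results beyond the cut were filed as inactive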
PAX8 reporter: lowers PAX8-driven luciferase in RMG-I cells | RMG-I TPO-luciferase reporter, SteadyGlo, 24 h | hit rate 1.2% among 360,000 | inhibition, % at 12.6 µM | AID 652154;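 active means mean replicate inhibition at least 60% with every replicate also reaching 60%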;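 further: luciferase light reporting Pax8 driven TPO promoter activity; plate controls were median of neutral control wells for no effect and mitoxantrone controls for full effect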
ERAP1 inh: ERAP1 (human) enzyme inhibition; AID 652197; inhibition, % at 10.7 µM; Q9NZ08; recombinant ERAP1, Leu-AMC fluorescence, 60 min; hit rate 0.15% among 340,000;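 active means mean replicate inhibition of at least 30%, or all replicates individually reaching that 30% level; inactive means mean below 30% and not every replicate reaching it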;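 further: 0% = neutral control wells and 100% = L-leucinethiol positive control wells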
Target sequence (Q9NZ08 whole entry, looked up): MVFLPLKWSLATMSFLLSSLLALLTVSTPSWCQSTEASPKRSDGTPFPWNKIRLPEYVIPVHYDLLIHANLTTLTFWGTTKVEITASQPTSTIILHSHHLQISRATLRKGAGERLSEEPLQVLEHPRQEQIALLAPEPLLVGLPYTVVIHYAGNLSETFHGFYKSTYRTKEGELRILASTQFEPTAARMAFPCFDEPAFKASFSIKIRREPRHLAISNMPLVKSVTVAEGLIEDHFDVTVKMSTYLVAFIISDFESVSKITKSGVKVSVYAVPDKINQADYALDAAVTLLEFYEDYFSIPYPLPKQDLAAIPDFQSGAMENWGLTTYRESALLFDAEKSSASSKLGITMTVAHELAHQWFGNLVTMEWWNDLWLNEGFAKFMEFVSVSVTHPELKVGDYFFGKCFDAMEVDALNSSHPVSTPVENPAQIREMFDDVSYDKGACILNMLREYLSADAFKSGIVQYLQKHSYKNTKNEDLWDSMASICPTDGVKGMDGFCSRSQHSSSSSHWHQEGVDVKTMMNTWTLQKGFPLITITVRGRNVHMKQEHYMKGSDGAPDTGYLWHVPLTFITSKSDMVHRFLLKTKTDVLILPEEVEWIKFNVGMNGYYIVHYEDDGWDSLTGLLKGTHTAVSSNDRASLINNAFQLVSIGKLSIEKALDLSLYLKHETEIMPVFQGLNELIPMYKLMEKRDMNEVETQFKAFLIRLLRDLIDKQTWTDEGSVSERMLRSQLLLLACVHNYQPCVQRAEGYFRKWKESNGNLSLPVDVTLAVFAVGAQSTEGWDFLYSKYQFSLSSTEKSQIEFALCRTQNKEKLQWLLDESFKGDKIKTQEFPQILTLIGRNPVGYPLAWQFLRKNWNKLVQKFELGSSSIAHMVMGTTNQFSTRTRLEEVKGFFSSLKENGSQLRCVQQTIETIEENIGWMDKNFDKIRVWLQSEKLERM
S100A4 MyoIIA: inhibitors of human S100A4 binding to myosin IIA peptide; P26447; S100A4/TAMRA-MyoIIA peptide fluorescence polarization; inhibition, % at 10.7 µM; hit rate 0.14% among 360,000; AID 652163;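 active means mean inhibition of at least 70% across replicates, with every replicate also reaching that level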
Target sequence (P26447 whole entry, looked up): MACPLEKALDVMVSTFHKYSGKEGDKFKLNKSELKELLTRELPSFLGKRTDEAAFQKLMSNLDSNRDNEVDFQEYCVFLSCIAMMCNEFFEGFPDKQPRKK
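Material: S100A4 monomer (human). Medium: Calcium-containing HEPES buffer, pH 7.2. Probe or stimulus: labelled myosin peptide probe, 5 nM. Compound dosing: one concentration per compound. Timing: polarization read 5 min after assay mix addition, stable 5–60 min. Benchmarks: DMSO as neutral control, TFP as positive control.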
LGR2 antag: Drosophila LGR2 receptor signaling inhibition | AID 720647 | hit rate 0.35% among 380,000 | HEK293 LGR2, CRE-luciferase, bursicon-stimulated, 4 h | inhibition, % at 9.99 µM;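 active means drop in luminescence signal, shown as inhibition above about 50% in the replicate tests, limit read from the data, passing the limit was not always enough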;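 further: agonist challenge used bursicon conditioned medium at about half maximal strength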
EWS-Fli inh: EWS/Fli transcriptional activity inhibition; A673 NR0B1-luciferase reporter, viability-normalised; inhibition, % at 12.6 µM; hit rate 0.67% among 350,000;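 active means mean inhibition of at least 50% after viability correction, with every replicate also passing that limit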;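 further: firefly luciferase signal divided by Alamar Blue viability fluorescence both relative to DMSO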
* hit, by the source's call; / = no result given. Compounds as they come; overall some 2.1% were active at least once.

SMILES	PglD inh	FN deposition inh	PGC1a acetyl inh	PAX8 reporter	ERAP1 inh	S100A4 MyoIIA	LGR2 antag	EWS-Fli inh
CC(=O)Nc1ccc(NC(=O)C(C)OC(=O)CNS(=O)(=O)c2cccc(Cl)c2)cc1 (centres undefined)	0	/	0	-4	-2	3	-19	-10
CCNC(=O)[C@@H]1[C@@H](CO)[C@@H]2Cn3c(ccc(-c4cccc(F)c4)c3=O)[C@@H]2N1Cc1cc(F)ccc1F	0	/	/	/	0	18	8	9
CCC(=O)/C=C1/Sc2ccc(OC)cc2N1CCO	/	5	2	6	7	-6	-19	0
Cc1cc(N2CCC(N(C)C3CCCC3)CC2)nc2cc(O)ccc12	-1	-4	5	10	21	-29	6	-2
COC(=O)c1ccc(COc2ccccc2/C=C(\C#N)C(=O)Nc2c(C)cc(C)cc2C)cc1	/	-2	-2	29	-2	0	45	25
Cc1ccc(-n2c(SCC(=O)N3CC(=O)Nc4ccccc43)nc3ccccc3c2=O)cc1	/	-9	/	37	-2	3	/	-12
COc1ccc(OC)c(NC(=O)CSc2nc3cccnc3n2C)c1	7	9	-5	21	/	/	/	/
Cc1ccc(NC(=S)NCCc2ccccc2)nc1	/	1	2	-94	-5	-2	-62	-25
COc1cc(OC)cc(-c2cc3nc4c(c(N5CCN(c6ncccn6)CC5)n3n2)CCCC4)c1	/	/	/	/	3	6	-15	-11
CCNc1nc(SCC(=O)Nc2ccccc2)nc(N2CCOCC2)n1	4	6	4	0	-4	-16	-5	9
C[C@H]1CN([C@@H](C)CO)C(=O)c2cc(NC(=O)c3ccncc3)ccc2O[C@@H]1CN(C)C	0	/	3	-3	-3	14	-11	2
Cc1noc(C)c1NC(=O)Nc1ccc2c(c1)C(=O)N([C@@H](C)CO)C[C@@H](C)[C@@H](CN(C)Cc1ccncc1)OCCCC[C@@H](C)O2	-4	/	-3	9	1	16	8	-4
CC(NS(=O)(=O)c1ccc(Cl)c(Cl)c1)C(=O)Nc1cccnc1 (centres undefined)	-5	1	/	7	-1	-6	4	2
CSc1ccccc1-n1nnnc1SCC(=O)Nc1ccccc1C	-3	-4	2	/	/	/	-7	/
O=C(CN1CCN(c2ccccn2)CC1)Nc1cccc(F)c1	-5	3	-5	8	3	7	13	4
COCCNC(=O)C[C@H]1CC[C@@H]2[C@@H](COc3ccc(NC(=O)c4ccno4)cc3C(=O)N2C)O1	1	-11	0	5	2	5	-1	-9
O=[N+]([O-])c1ccc(NN=C(C2CC2)C2CC2)c([N+](=O)[O-])c1	-2	9	4	12	3	2	-6	7
COc1ccc(C2=NN(C(=O)CCC(=O)O)C(c3ccccc3)C2)cc1 (centres undefined)	1	2	0	12	-1	0	-5	-7
O=C(Nc1ccc2c(c1)OCCO2)C1CCN(S(=O)(=O)Cc2ccccc2)CC1	-1	-8	-11	15	/	/	/	/
Cc1cc(C)c2c(n1)nn1c(NCCOCCO)cc(C)nc21	2	3	0	3	/	/	/	/

In a second layout: results already given.
smiles: CC(NS(=O)(=O)c1ccc(Cl)c(Cl)c1)C(=O)Nc1cccnc1 (centres undefined)
  PglD inh: -5	FN deposition inh: 1	PGC1a acetyl inh: /	PAX8 reporter: 7	ERAP1 inh: -1	S100A4 MyoIIA: -6	LGR2 antag: 4	EWS-Fli inh: 2

smiles: CSc1ccccc1-n1nnnc1SCC(=O)Nc1ccccc1C
  PglD inh: -3	FN deposition inh: -4	PGC1a acetyl inh: 2	PAX8 reporter: /	ERAP1 inh: /	S100A4 MyoIIA: /	LGR2 antag: -7	EWS-Fli inh: /

smiles: O=C(CN1CCN(c2ccccn2)CC1)Nc1cccc(F)c1
  PglD inh: -5	FN deposition inh: 3	PGC1a acetyl inh: -5	PAX8 reporter: 8	ERAP1 inh: 3	S100A4 MyoIIA: 7	LGR2 antag: 13	EWS-Fli inh: 4

smiles: COCCNC(=O)C[C@H]1CC[C@@H]2[C@@H](COc3ccc(NC(=O)c4ccno4)cc3C(=O)N2C)O1
  PglD inh: 1	FN deposition inh: -11	PGC1a acetyl inh: 0	PAX8 reporter: 5	ERAP1 inh: 2	S100A4 MyoIIA: 5	LGR2 antag: -1	EWS-Fli inh: -9

Remaining list, next part:
SMILES	PglD inh	FN deposition inh	PGC1a acetyl inh	PAX8 reporter	ERAP1 inh	S100A4 MyoIIA	LGR2 antag	EWS-Fli inh
C[C@H](CO)N1C[C@H](C)[C@@H](CN(C)Cc2ccccc2)Oc2cc(C#CC3CC3)ccc2S1(=O)=O	-2	/	7	13	4	7	-12	16
ON=C(c1ccccc1)c1ccc2c3c(cccc13)CC2	0	13	-3	21	-3	2	26	48
COc1cc(C(N)=O)cc(Cl)c1OC	/	-3	/	-7	-1	-1	-36	2
C[C@@H]1CN([C@@H](C)CO)C(=O)c2cc(NC(=O)Nc3ccc(C(F)(F)F)cc3)ccc2O[C@@H]1CN(C)Cc1ccc(C(=O)Nc2ccccc2N)cc1	-4	/	16	/	0	6	6	39
COc1ccc(NC(=O)c2cc3ccc4c5ccccc5[nH]c4c3cc2O)cc1	0	-5	/	-3	2	-5	14	3
Cc1cccc2cc(C3CC(c4cccs4)=NN3C(=O)CCC(=O)O)c(Cl)nc12 (centres undefined)	1	3	/	-12	-1	11	/	24
CCOc1ccc(OCCOCCN2CCOCC2)cc1	4	-2	15	11	/	/	/	/
CCOc1ccc(N(CC(=O)Nc2cc(OC)cc(OC)c2)S(=O)(=O)c2c(C)[nH]c(=O)[nH]c2=O)cc1	4	10	3	8	2	-3	1	13
CN(Cc1ccccc1)C(=O)c1ccc(Nc2nc(C(N)Cc3ccc(C(F)(F)F)cc3)cs2)nc1 (centres undefined)	4	-8	/	87*	-3	-11	0	34
CCOc1ccccc1-c1nc2c(s1)CCc1onc(-c3ccc(OC)cc3)c1-2	6	-2	14	7	/	/	-18	2
CN1CCC2(CC1)N=C(c1ccc(F)cc1)C(=S)N2C(=O)c1ccccc1	/	3	/	5	-2	-4	19	4
CC(=O)Nc1ccc(S(=O)(=O)NCCC(=O)NNC(=O)c2ccncc2)cc1	/	-1	/	2	1	-1	-11	6
CC(=O)N[C@H]1CC[C@H](CCNC(=O)C2CCCCC2)O[C@H]1CO	/	/	-4	/	-7	-2	-6	5
CC(C)Cn1nc(C(=O)Nc2nnc(C3CC3)s2)c2ccccc2c1=O	-3	0	-11	-5	1	-1	6	7
CCCCn1c(N)c(N(CC(C)C)C(=O)c2ccc3c(c2)NC(=O)C(C)S3)c(=O)[nH]c1=O (centres undefined)	-6	4	/	-6	1	-2	1	2
COC(=O)C[C@@H]1CC[C@H]2[C@@H](COc3ccc(NC(=O)Nc4cccc(F)c4)cc3C(=O)N2C)O1	0	-19	2	14	1	-6	-5	-1
CCNC(=O)C1(C)CCN(C(=O)c2c(F)cccc2F)C1 (centres undefined)	0	3	-6	7	6	-2	16	2
COc1ccc(C(=O)NCc2cnn(C)c2)cc1OC1CCN(C(C)C)CC1	4	1	-4	-2	1	2	-12	-5
CCc1ccccc1NS(=O)(=O)c1ccc2c(c1)NC(=O)CC(=O)N2	-2	2	2	17	/	/	8	/
O=C(CCN1C(=O)COc2ccccc21)NCCCN1CCc2ccccc2C1	-4	14	8	/	-7	-4	-2	/
COc1ccc(/C=C/C(=O)NCC(=O)N/N=C(\C)Cc2ccccc2)cc1	/	3	/	1	2	-6	4	-2
O=C1C(=O)N(Cc2cccnc2)C(c2cccc(F)c2)/C1=C(/O)c1ccc2c(c1)OCO2 (centres undefined)	/	7	/	/	2	-3	3	-6
CCOc1cc(OCC)cc(C(=O)NCc2ccco2)c1	8	3	10	1	-1	2	0	9
Cc1ccnc(N/C=C/C(=O)c2ccc(Br)cc2)c1	3	3	-4	-62	0	0	-12	22
Brc1cccc2sc(N3CCN(c4ccccc4)CC3)nc12	/	-9	-6	-18	6	-1	-40	-31
CCOc1ccc(N(CC(=O)NN=C2CCN(C)CC2)S(=O)(=O)c2ccc(Br)cc2)cc1	2	3	2	-1	-5	2	8	/
C/C=C/c1ccc2c(c1)O[C@@H](CN(C)Cc1ccc(F)cc1)[C@H](C)CN([C@@H](C)CO)S2(=O)=O	4	1	16	/	-2	9	7	31
Cc1ccccc1OCC(=O)N/N=C/c1cccc2cccnc12	5	-8	/	15	1	-3	0	-3
CCC(=O)N(C)C[C@H]1Oc2ncc(-c3ccc(C(=O)N(C)C)cc3)cc2C(=O)N([C@H](C)CO)C[C@@H]1C	-1	/	9	/	0	-2	0	-4
COc1cccc(NC(=O)N[C@H]2CC[C@@H](CC(=O)Nc3ccc(-c4ccccc4)cc3)O[C@@H]2CO)c1	-1	1	-2	17	2	0	7	-13
COc1ccc2c3c(n(C)c2c1)[C@@H](CO)N(Cc1ccccc1)CC31CCN(C(=O)C2CC2)CC1	/	/	-15	/	-5	0	-11	-11
CC(=O)Nc1ccc(-c2ccc3nnc(C)n3n2)cc1	2	-8	-9	-14	/	0	0	8
COc1ccc(Cc2nc3ccc(C(=O)N4CCCC4)cc3o2)cc1	-3	1	/	-236	-4	-6	-70	-67
COc1ccc(-c2ccc(C(=O)N3CCN(C)CC3)c3occc23)c(C)c1	-3	-3	-2	-12	2	-3	13	-9
CCOc1ccc(N(CC(=O)N/N=C/c2ccc(OC(C)C)cc2)S(C)(=O)=O)cc1	-6	-3	7	-4	4	-11	-19	-3
COc1cc2c(OC)cccc2cc1C(=O)O	4	-3	0	/	/	/	2	/
C/C(=N\NC(=O)c1ccn(C)n1)c1cccc(NC(=O)c2ccncc2)c1	1	9	3	-3	/	/	11	/
CCCCCCN1CCN(C2CN(Cc3cn(Cc4ccc(Cl)cc4)nn3)S(=O)(=O)C2)CC1 (centres undefined)	/	-2	/	21	/	-2	3	9
CO[C@H]1CN(C)C(=O)c2cc(NC(=O)NC3CCCCC3)ccc2OC[C@H](C)N(CC2CC2)C[C@@H]1C	1	0	15	/	0	0	-18	-2
COc1ccc(CNS(=O)(=O)NCc2ccccc2F)cc1	/	-3	/	-5	-1	4	22	-6
Cc1noc(C)c1S(=O)(=O)N1CCC(C(=O)c2ccccc2)CC1	/	3	5	-3	-1	-6	12	5
CCOC(=O)C1CCN(S(=O)(=O)CCNC(=O)c2ccc(F)cc2)CC1	2	-20	4	-1	0	-5	17	-48
Cn1c(=O)n(C)c2cc(C(N)=O)ccc21	0	/	-12	/	1	9	-12	11
CCCC#Cc1ccc([C@@H]2[C@@H](CO)N3CCCCN(S(=O)(=O)c4ccccc4C)C[C@@H]23)cc1	-2	/	-6	-18	-1	5	18	-4
CC1CCCN(C2(O)C(=O)Nc3ccc(Cl)cc32)C1 (centres undefined)	/	-5	/	4	3	2	14	5
COCC(=O)/C=C1\Sc2ccccc2N1C	6	/	11	/	-1	-8	-2	-10
CC(C)c1ccc(NC(=O)C(=O)c2cn(CC(=O)N3CCCCC3)c3ccccc23)cc1	-3	4	3	30	-1	2	-3	-16
CCC(=O)Nc1ccc(NC(=O)c2ccco2)c(OC)c1	-6	-1	6	-96	/	/	/	/
Cc1c(C(=O)Nc2cc(F)ccc2F)sc2nc3n(c(=O)c12)CCCCC3	4	5	1	-36	0	0	-85	-83
C[C@@H]1CCCCO[C@H](CN(C)S(=O)(=O)c2cccs2)[C@H](C)CN([C@H](C)CO)C(=O)c2cc(NS(=O)(=O)c3ccc(F)cc3)ccc2O1	1	-10	-11	23	-2	-8	4	12
O=C(Nc1ccccc1)N1CCCCN2[C@H](C1)[C@@H](c1ccc(C#Cc3cccnc3)cc1)[C@@H]2CO	-2	/	-6	21	0	-7	11	15
CC(C)c1cn(CC[C@H]2CC[C@H](NC(=O)C3CCOCC3)[C@H](CO)O2)nn1	/	/	-7	-8	2	5	11	/
